APEX1 inh = qHTS Assay for Inhibitors of the Human Apurinic/apyrimidinic Endonuclease 1 (APE1); DNA repair nuclease/redox regulator APEX1 (Homo sapiens), P27695; recombinant APE1, TAMRA/BHQ-2 abasic DNA cleavage fluorescence; Potency, µM (doses to about 65.8 µM), for the others: at the top dose activity change, negative = inhibition, actives largely listed as inhibitors; 350,000 tested, 0.35% active;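 further: plate controls were vehicle for no effect and reference inhibitor for full effect; nearly all actives have a fitted effect of over 55% in size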
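Quantitative HTS: incision of a TAMRA/BHQ-2 double-stranded substrate bearing a tetrahydrofuran abasic site by 0.75 nM APE1 raises fluorescence. Substrate 50 nM final, added after 15 min compound preincubation at room temperature; progress as third-minus-first kinetic read difference.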
Pol kappa inh = qHTS for Inhibitors of Polymerase Kappa. DNA polymerase kappa (Homo sapiens), Q9UBT6. purified Pol kappa, fluorescent DNA synthesis assay, 10 min. Potency, µM (top dose mostly 107 µM), inactives show at the highest dose activity, negative = inhibition, most hits filed as inhibitors. 400,000 tested, 0.53% active; further: on the % scale 0 is the no-effect control and ±100 the full control effect
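Fluorescent qHTS in 1536-well format: enzyme (10 nM) and compound sat 15 min at room temperature before 50 nM substrate (final) was added. Signal taken at 0 and 10 min; no-enzyme buffer wells were negative controls.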
POLH inh = qHTS for Inhibitors of Polymerase Eta; DNA polymerase eta (Homo sapiens), Q9Y253; recombinant Pol eta, fluorescent DNA replication assay; Potency, µM (doses to about 114 µM), without a hit: top-dose activity change, negative = inhibition, hits mostly inhibitors; 390,000 tested, 1.2% active; AID 588591, 2011; further: on the % scale 0 is the no-effect control and ±100 the full control effect
Target sequence (Q9Y253 whole entry, looked up): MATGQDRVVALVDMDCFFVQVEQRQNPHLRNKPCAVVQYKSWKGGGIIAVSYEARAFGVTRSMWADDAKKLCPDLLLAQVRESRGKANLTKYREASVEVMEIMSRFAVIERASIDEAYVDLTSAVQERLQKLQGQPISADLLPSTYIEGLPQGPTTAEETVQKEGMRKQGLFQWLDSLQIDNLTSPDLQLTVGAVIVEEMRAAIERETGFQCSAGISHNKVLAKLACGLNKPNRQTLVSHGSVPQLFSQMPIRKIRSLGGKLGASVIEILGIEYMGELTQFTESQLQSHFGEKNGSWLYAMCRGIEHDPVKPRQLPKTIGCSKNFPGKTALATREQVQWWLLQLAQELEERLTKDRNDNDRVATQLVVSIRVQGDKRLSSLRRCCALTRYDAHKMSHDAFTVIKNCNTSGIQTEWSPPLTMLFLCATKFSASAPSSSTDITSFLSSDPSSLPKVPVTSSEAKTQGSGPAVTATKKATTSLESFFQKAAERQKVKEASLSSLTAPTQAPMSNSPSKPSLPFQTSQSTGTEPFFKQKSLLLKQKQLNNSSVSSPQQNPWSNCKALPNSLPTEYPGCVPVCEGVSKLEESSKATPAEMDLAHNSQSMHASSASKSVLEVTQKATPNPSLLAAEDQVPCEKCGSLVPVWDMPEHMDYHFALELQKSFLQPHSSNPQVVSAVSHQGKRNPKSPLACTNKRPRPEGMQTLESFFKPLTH
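Pol eta (10 nM) was preincubated with compounds for 15 min at room temperature, after which fluorescent replication substrate (50 nM final) was added to start the reaction. Fluorescence was read kinetically at 0 and 10 min.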
POLB inh = qHTS Assay for Inhibitors of DNA Polymerase Beta; Pol beta primer extension/strand displacement, fluorescence kinetic; Potency, µM (titrated, usually from 114 µM), inactives show at the top dose activity change, negative = inhibition, actives largely listed as inhibitors; 340,000 tested, 1.3% active; AID 485314, 2010; further: on the % scale 0 is the no-effect control and ±100 the full control effect
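Homogeneous kinetic assay of primer extension and strand displacement by 10 nM Pol beta, preincubated 15 min at room temperature with compound before 50 nM substrate (final) was added. Read at 0 and 10 min; four-parameter Hill fit.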
BAZ2B inh = qHTS Assay for Inhibitors of BAZ2B; Bromodomain adjacent to zinc finger domain protein 2B (Homo sapiens), Q9UIF8; AlphaScreen BAZ2B-H3K14Ac peptide displacement; Potency, µM (series often up to 114 µM), for inactives: top-dose activity change, negative = inhibition, most hits filed as inhibitors; 360,000 tested, 4.4% active; further: on the % scale 0 is the no-effect control and ±100 the full control effect; nearly all actives have a fitted effect of over 60% in size
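BAZ2B 50 nM plus b-H3(5-23)K14Ac 50 nM, PBS pH 7.4/0.01% Tween-20, 30 min RT; compound added (max 110 uM), 30 min RT; streptavidin donor/Ni-chelate acceptor beads 10 ug/mL final, 20 min dark; AlphaScreen read.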
G9a block = qHTS Assay for Inhibitors of Histone Lysine Methyltransferase G9a; Histone-lysine N-methyltransferase EHMT2 (Homo sapiens), Q96KQ7; G9a H3K9 monomethylation, AlphaScreen, 2 h; Potency, µM (series often up to 102 µM), for inactives: top-dose activity, negative = inhibition, usual class: inhibitors; 350,000 tested, 8.8% active; further: on the % scale 0 is the no-effect control and ±100 the full control effect; nearly all actives have a fitted effect of over 75% in size
Target sequence (Q96KQ7 913-1193 limits assumed): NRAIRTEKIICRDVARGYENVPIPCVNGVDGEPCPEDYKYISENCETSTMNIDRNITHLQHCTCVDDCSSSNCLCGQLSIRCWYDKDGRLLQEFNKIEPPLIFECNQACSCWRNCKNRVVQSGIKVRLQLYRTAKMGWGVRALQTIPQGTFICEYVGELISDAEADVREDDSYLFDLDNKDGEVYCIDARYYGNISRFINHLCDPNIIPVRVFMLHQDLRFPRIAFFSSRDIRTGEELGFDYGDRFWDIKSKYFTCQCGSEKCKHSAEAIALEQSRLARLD
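Compounds were preincubated with 20 nM G9a for 15 min, after which biotinylated H3K9 peptide (500 nM) and SAM (20 uM) started a 2 h room-temperature reaction. Monomethylated product was quantified by antibody-based AlphaScreen chemiluminescence.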
BLM inh = qHTS Assay for Inhibitors of Bloom's syndrome helicase (BLM). recombinant BLM DNA unwinding, fluorescence dequenching. Potency, µM (titrated, usually from 56.1 µM), inactives show at the highest dose activity change, negative = inhibition, usual class: inhibitors. AID 2528, 2010. RecQ-like DNA helicase BLM (Homo sapiens), P54132. 350,000 tested, 0.2% active;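 further: plate controls were vehicle for no effect and no enzyme for full effect; nearly all actives have a fitted effect of over 35% in size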
Apoferritin bind = qHTS Assay for Identification of Novel General Anesthetics | 350,000 tested, 0.074% active | Potency, µM (top dose mostly 77.5 µM), for inactives: top-dose activity change, negative = displacement, most hits filed as inhibitors | apoferritin/1-aminoanthracene competitive binding, fluorescence | AID 485281, 2010; further: on the % scale 0 is the no-effect control and ±100 the full control effect; nearly all actives have a fitted effect of over 20% in size
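In PBS, apoferritin at 10 uM is loaded with 1-AMA from a 50% saturated solution. After 10 min of compound exposure at ambient temperature, reduced 535 nm fluorescence indicates probe displacement.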
Pol iota inh = qHTS for Inhibitors of Polymerase Iota; Pol iota fluorescent replication assay, 10 min; Potency, µM (series often up to 115 µM), without a hit: at the top dose activity, negative = inhibition, most hits filed as inhibitors; 390,000 tested, 1% active
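Pol iota at 10 nM preincubated 15 min with compounds at room temperature; reaction started with fluorescent substrate, 50 nM final. Fluorescence read kinetically at 0 and 10 min; buffer-only wells as negative control.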
Starred values were filed as active, the others as inactive; ? = inconclusive; . = not tested or not shown; & = joins results of further samples; [ ] = another dose, or the depositor's remark. The call rests on the fitted dose curve; in most records, active means well fitted curve in the direction sought with a large enough effect; inconclusive means small, poorly fitted or top-dose-only effect, or another doubt; inactive means no such curve, though single readings can be large; an effect the other way counts as inactive or inconclusive. Potency means the concentration at half of the fitted maximal effect. These rows are one share of the data. The share of hits here may be higher or lower than overall.

No. | smiles | APEX1 inh | Pol kappa inh | POLH inh | POLB inh | BAZ2B inh
1 | CCOC(=O)c1c(C)n(COCCO)c2ccc(O)cc12 | 10% | -4% | -16% | 2% | 7%
2 | Cc1cccc(C2=NCC(=O)N(CC(=O)NCc3ccco3)c3sc4c(c32)CCCC4)c1 | 8% | 7% | 3% | -21% | 45µM*
3 | O=C1NC(=O)N(C2CCCCC2)C(=O)C1C1c2ccccc2C(=O)N1Cc1ccccc1 (configuration not stated) | 1% | -7% | -18% | 18% | -24%
4 | COc1ccc(CN2C(=O)NC(=O)/C(=C/c3ccc([N+](=O)[O-])s3)C2=O)cc1 | ? | 22µM* | 14µM* | 22µM* | 25µM*
5 | CCC(Sc1ccccc1)C(=O)OC1CC2CCC(C1)N2C (configuration not stated) | -1% | 7%[19.4 µM] | . | . | .
6 | COc1cccc(NC(=O)N2CCC3(CC2)OCCO3)c1 | 10% | -6% | -19% | 9% | -5%
7 | CC(C)Oc1ccc(C2(C#N)CC[N+](C)(C)CC2)cc1 | 0% | 0% | -4% | 1% | 7%
8 | Cc1ccc(-n2c(O)c(C=Nc3ccccc3N)c(=O)[nH]c2=O)cc1C | 0% | -4% | -14% | 32%[activator] | 5%
9 | CC(Cc1ccccc1)/[N+]([O-])=C\c1ccc(C(F)(F)F)cc1 (configuration not stated) | -12% | 12% | -12% | . | -5%
10 | O=C(COc1ccccc1)N1CCN(C2CC3CCC2C3)CC1 (configuration not stated) | 0% | -6% | -2% | 2% | 0%
11 | COc1ccc(-n2c(=O)[nH]c3ccccc3c2=O)cc1 | 2% | -1% | 11% | -10% | 4%
12 | CCOc1ccc(S(=O)(=O)NCc2ccc3c(c2)OCO3)cc1C | 22% | 2% | -2% | -2% | -14%

No. | G9a block | BLM inh | Apoferritin bind | Pol iota inh
1 | -6% | -4% | -10% | 13%
2 | ? | -4% | ? | 19%
3 | 56µM* | 2% | -13% | ?
4 | 8.9µM* | -22% | -2% | ?
5 | -1%[59 µM] | . | -5% | .
6 | 9%[59 µM] | 7% | -11% | 157%[activator]
7 | -11%[59 µM] | -1% | -2% | 18%
8 | 5% | -11% | ? | 7%
9 | 4%[2.33 µM] | . | . | 41%
10 | 4%[59 µM] | 3% | -2% | 16%
11 | . | -5% | -4% | 24%
12 | -35% | -5% | ? | 4%

Records 9 to 12, quoted:
No. | smiles | APEX1 inh | Pol kappa inh | POLH inh | POLB inh | BAZ2B inh
9 | CC(Cc1ccccc1)/[N+]([O-])=C\c1ccc(C(F)(F)F)cc1 (configuration not stated) | -12% | 12% | -12% | . | -5%
10 | O=C(COc1ccccc1)N1CCN(C2CC3CCC2C3)CC1 (configuration not stated) | 0% | -6% | -2% | 2% | 0%
11 | COc1ccc(-n2c(=O)[nH]c3ccccc3c2=O)cc1 | 2% | -1% | 11% | -10% | 4%
12 | CCOc1ccc(S(=O)(=O)NCc2ccc3c(c2)OCO3)cc1C | 22% | 2% | -2% | -2% | -14%

No. | G9a block | BLM inh | Apoferritin bind | Pol iota inh
9 | 4%[2.33 µM] | . | . | 41%
10 | 4%[59 µM] | 3% | -2% | 16%
11 | . | -5% | -4% | 24%
12 | -35% | -5% | ? | 4%

The list continues.
No. | smiles | APEX1 inh | Pol kappa inh | POLH inh | POLB inh | BAZ2B inh
13 | O=C1NC(=O)C2=Cc3ccc(O)cc3OC2(O)N1 (configuration not stated) | ? | . | . | ? | 1%
14 | Cn1cc(/C=C2\C(=O)NC(=O)N(c3ccccc3)C2=O)c2ccccc21 | 14% | -19% | 25µM* | -7% | -21%
15 | C/C(=N\Nc1ccccc1)c1c(O)n(-c2ccccc2)c(=O)[nH]c1=O | 4% | -5% | -13% | -8% | -17%
16 | Nc1ncn[nH]1 | -5% | -17% | -8% | . | .
17 | O=C(Nc1ccc(F)cc1F)c1cccn(Cc2ccccc2)c1=O | -4% | 4% | -6% | -3% | -18%
18 | Cc1cc(Cl)ccc1C(=O)C1CCCN(Cc2ccon2)C1 (configuration not stated) | -2% | -3% | -18% | 6% | -5%
19 | O=c1[nH]c(=S)n(CCC2=CCCCC2)c(O)c1/C=N/N1CCOCC1 | -1% | -13% | -18% | 5% | ?
20 | Cc1nc2ccccc2c(=O)n1-c1ccccc1C(F)(F)F | -7% | -7% | 0% | 41% | 44%[activator]
21 | COc1c(O)ccc2c1-c1c3c(cc4c1C(C2)N(C)CC4)OCO3 (configuration not stated) | -2% | -7% | -2% | 13% | -7%
22 | Cc1cc(N2CCOCC2)ccc1/C=C1\C(=O)NC(=O)N(c2ccccc2)C1=O | -3% | -5% | -7% | -18% | ?
23 | Cn1c(O)c(N=Nc2cccc(S(=O)(=O)N3CCOCC3)c2)c(=O)n(C)c1=O | 0% | 3%[60.1 µM] | -4% | 30% | -13%
24 | O=C1NC(=O)N(c2ccccc2)C(=O)/C1=C/c1ccoc1 | ? | ? | 28µM* | ? | ?

No. | G9a block | BLM inh | Apoferritin bind | Pol iota inh
13 | ? | -6% | -2% | .
14 | -1% | -16% | -6% | ?
15 | 50µM* | -1% | -11% | 28%
16 | -26%[2.33 µM] | 6% | -1% | -2%[58.9 µM]
17 | 3% | 0% | -11% | -26%
18 | 16% | -1% | ? | 16%
19 | ? | -4% | -3% | 6%
20 | -35%[59 µM] | -1% | -13% | 7%
21 | 40µM* | -18% | -3% | ?
22 | -34%[12.7 µM] | -1% | -13% | -20%
23 | 28%[59 µM] | -2% | -11% | 24%
24 | 40µM* | -8% | -3% | 40µM*

(listing goes on)
No. | smiles | APEX1 inh | Pol kappa inh | POLH inh | POLB inh | BAZ2B inh
25 | CC(=O)c1c(C)n(Cc2ccccc2Cl)c2ccc(O)cc12 | 8% | 6% | -2% | 6% | -4%
26 | O=C(O)Cn1cc(/C=C2\C(=O)NC(=O)N(Cc3ccco3)C2=O)c2ccccc21 | 7.9µM* | 20µM* | 1.6µM* | 10µM* | 71µM*
27 | CN(CCC#N)C(=O)Cn1nc(Cc2ccncc2)c2ccccc2c1=O | -6% | -3% | 4% | 0% | 18%
28 | Clc1ccc(COC(Cn2ccnc2)c2ccc(Cl)cc2Cl)cc1 (configuration not stated) | ? | ? | -27% | 15% | 25µM*
29 | COP(=O)(/C=C(\Cl)c1ccccc1)/C=C(\Cl)c1ccccc1 | 38%[activator] | 1% | -11% | 2% | -7%
30 | COc1ccc(C(=O)C2CCCN(C3CSCCSC3)C2)c(OC)c1 (configuration not stated) | 10% | 1% | -7% | -9% | -26%
31 | O=P1(Oc2ccccc2)OCCCS1 (configuration not stated) | 4% | 2% | -13% | 2% | 4%
32 | CCN(CC)CCCC(C)N=C(c1ccccc1)c1c(O)n(C)c(=O)n(C)c1=O (configuration not stated) | 1% | -8% | -19% | 0% | 11%
33 | Cc1ccc2c(c1)C1CN(C)CCC1N2C(=O)Cn1cnc2c1c(=O)n(C)c(=O)n2C (configuration not stated) | -2% | 4% | -14% | 43% | 6%
34 | COc1ccc(CNC(=O)C2CCN(c3nc(OC)nc(OC)n3)CC2)cc1 | 0% | -1% | -4% | 38% | 1%
35 | CN(C)c1ccc(CN2CC=C(c3ccc(F)cc3)CC2)cc1 | 2% | -5% | -17% | 4% | 50µM*
36 | ClC1=C(Cl)C2(Cl)C3C4C=CC(C4)C3C1(Cl)C2(Cl)Cl (configuration not stated) | 4%&-2% | -8%[60.1 µM] | . | . | .

No. | G9a block | BLM inh | Apoferritin bind | Pol iota inh
25 | . | -1% | -6% | 7%
26 | 16µM* | 77%[activator] | -13% | 4.5µM*
27 | ? | -11% | -10% | 9%
28 | -28%[2.33 µM] | -19%&-5%&-9% | -8%&6% | 9%
29 | 8% | -5% | 3% | 13%
30 | -3% | 0% | ? | 19%
31 | -31% | 2% | 7% | 20%
32 | 21% | 1% | -5% | 0%
33 | -15% | -1% | -6% | -8%
34 | 39%[0.501 µM] | -1% | -7% | 89µM*
35 | ? | 1% | -12% | ?
36 | . | 1% | -4% | .

Additional entries follow.
No. | smiles | APEX1 inh | Pol kappa inh | POLH inh | POLB inh | BAZ2B inh
37 | CCOC(=O)CSCCOc1ccc(C=C2C(=O)NC(=O)NC2=O)cc1OC | -2% | -9% | 2% | 0% | ?
38 | CC(=NCCN1CCCCC1)c1c(O)n(-c2ccccc2)c(=O)[nH]c1=O | 16% | 4% | -5% | 10% | -24%
39 | CC(C)n1c(/C=C\[C@@H](O)C[C@@H](O)CC(=O)O)c(-c2ccc(F)cc2)c2ccccc21 | 1%[21 µM] | -6%[12 µM] | . | . | .
40 | Cc1ccc(CN(C)CCc2ccccn2)cc1 | 5% | -2% | -6% | 80% | ?
41 | O=C(N/N=C/c1cccc([N+](=O)[O-])c1)c1cnccn1 | -4% | 2% | -16% | 3% | 8%

No. | G9a block | BLM inh | Apoferritin bind | Pol iota inh
37 | 22µM* | -2% | ? | 16%
38 | . | 1% | 4% | -18%[58.9 µM]
39 | 12%[21.5 µM] | 2%[21.4 µM] | 3%[29.3 µM] | .
40 | 13µM* | -7% | -7% | 18%
41 | ? | -3% | -10% | -10%

Exported with each value named: entries from further up
40. Cc1ccc(CN(C)CCc2ccccn2)cc1
  APEX1 inh = 5% | Pol kappa inh = -2% | POLH inh = -6% | POLB inh = 80% | BAZ2B inh = ? | G9a block = 13µM* | BLM inh = -7% | Apoferritin bind = -7% | Pol iota inh = 18%
39. CC(C)n1c(/C=C\[C@@H](O)C[C@@H](O)CC(=O)O)c(-c2ccc(F)cc2)c2ccccc21
  APEX1 inh = 1%[21 µM] | Pol kappa inh = -6%[12 µM] | POLH inh = . | POLB inh = . | BAZ2B inh = . | G9a block = 12%[21.5 µM] | BLM inh = 2%[21.4 µM] | Apoferritin bind = 3%[29.3 µM] | Pol iota inh = .
